Screening data: PubChem BioAssay, several laboratories
HDAC3 inh: HDAC3 deacetylase inhibitors, primary screen, biochemical, fluorescence, cell-free homogeneous. recombinant HDAC3, fluorogenic peptide/trypsin coupled. Histone deacetylase 3 (Homo sapiens), O15379. inhibition, % at 8.3 µM. actives 0.15% (n = 320,000); in the data active = inhibition above about 26%, passing the limit was not always enough; inconclusive = no clear call, values can overlap the other calls
Target sequence (O15379 whole entry, looked up): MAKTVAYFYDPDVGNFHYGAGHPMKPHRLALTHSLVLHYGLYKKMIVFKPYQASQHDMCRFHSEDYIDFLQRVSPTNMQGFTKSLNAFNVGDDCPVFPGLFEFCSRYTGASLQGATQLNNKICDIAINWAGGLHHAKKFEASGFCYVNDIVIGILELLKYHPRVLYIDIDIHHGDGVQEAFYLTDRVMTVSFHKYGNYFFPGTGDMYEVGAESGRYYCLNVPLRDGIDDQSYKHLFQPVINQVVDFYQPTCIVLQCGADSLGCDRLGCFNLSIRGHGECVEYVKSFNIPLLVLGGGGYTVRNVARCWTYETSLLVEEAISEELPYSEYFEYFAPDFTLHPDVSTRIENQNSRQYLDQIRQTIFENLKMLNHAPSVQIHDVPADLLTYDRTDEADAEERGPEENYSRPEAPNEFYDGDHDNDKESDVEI
KCNK3 block: human KCNK3 channel inhibitors, primary screen, CHO cells, FluxOR thallium flux, B-score. Potassium channel subfamily K member 3 (Homo sapiens), O14649. FluxOR fluorescence; hits give low values. B-score at 10 µM. actives 0.84% (n = 340,000);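 active = B-score under library mean minus 4 SD, starting fluorescence ratio at most library mean plus 5 SD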;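 also: more negative B-score means stronger inhibition of thallium flux through KCNK3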
Target sequence (O14649 whole entry, looked up): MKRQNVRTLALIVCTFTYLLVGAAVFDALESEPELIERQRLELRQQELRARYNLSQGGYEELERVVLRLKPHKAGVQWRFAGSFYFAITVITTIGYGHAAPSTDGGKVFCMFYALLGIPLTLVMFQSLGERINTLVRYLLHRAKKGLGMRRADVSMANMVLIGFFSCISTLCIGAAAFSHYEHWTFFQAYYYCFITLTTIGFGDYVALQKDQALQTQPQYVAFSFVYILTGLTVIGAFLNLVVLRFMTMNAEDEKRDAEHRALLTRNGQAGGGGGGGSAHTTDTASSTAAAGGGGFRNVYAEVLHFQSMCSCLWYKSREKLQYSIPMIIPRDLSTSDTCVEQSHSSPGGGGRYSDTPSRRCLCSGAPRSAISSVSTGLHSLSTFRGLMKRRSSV
Dyrk1A ADPGlo: rat Dyrk1A kinase inhibitors, primary screen, biochemical, single point, plate reader. inhibition, % at 12.5 µM. Dual specificity tyrosine-phosphorylation-regulated kinase 1A (Rattus norvegicus), Q63470. actives 0.43% (n = 310,000). ADP-Glo luminescence, NFATc1 peptide; in the data active = inhibition above about 50%;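 also: plate controls were vehicle with enzyme for no effect and no enzyme for full effect; many of its hits are not listed in these tables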
GSK3A inh: blockers of GSK3A enzyme activity – biochemical, luminescence, cell-free homogeneous, HTS, primary screen; Glycogen synthase kinase-3 alpha (Homo sapiens), P49840; AID 2650, 2010; actives 0.1% (n = 320,000); GSK-3 alpha kinase, ADP-Glo luminescence, 60 min; inhibition, % at 10 µM;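 in the data active = inhibition above about 50%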;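 also: GST-tagged GSK-3 alpha with peptide substrate and 25 µM ATP; 0% = DMSO neutral wells and 100% = GW8510 positive control wells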
* hit, by the source's call; i = inactive; ? = inconclusive.

SMILES	HDAC3 inh	KCNK3 block	Dyrk1A ADPGlo	GSK3A inh
CC(=O)OC1[C@H](Oc2c(O)c(C)c3c4c2[C@@H](C)CC[C@@H]4[C@@H](C)C[C@@H]3C=C(C)C)OC[C@@H](O)[C@@H]1O (some centres not stated)	10	i	5	-5
O=C(CCCSc1nc2ccccc2s1)NCc1ccco1	-1	i	-6	2
O=C1CC(Nc2ccccc2)C(=O)N1c1ccc(N2CCOCC2)cc1 (configuration not stated)	4	i	-2	2
Cc1cc(C)nc(NNS(=O)(=O)c2ccc(Cl)cc2)n1	0	i	1	-5
Cc1ccc(CSc2ccc(S(=O)(=O)N3CCCC3)cn2)cc1	-3	i	4	-2
Cc1cc(=O)n2nc(N3CCC(C(=O)NC4CCCc5ccccc54)CC3)sc2n1 (configuration not stated)	4	i	-3	1
Cc1sc2nc(CSCC(=O)Nc3cc(F)ccc3F)[nH]c(=O)c2c1C	5	i	2	1
COc1ccc(CC(=O)Nc2cccc(C(C)=O)c2)cc1S(=O)(=O)N1CCOCC1	7	i	-4	-5
Cc1ccc(/C=C/C(=O)OCC(=O)NCc2cccs2)o1	17	i	-3	1
Cc1nc(SCc2nc3ccc(Cl)cc3[nH]2)c2oc3ccccc3c2n1	9	i	1	-2
COC(C[C@H]1O[C@@H]1[C@H](O)COCc1ccccc1)OC	-2	i	-10	-2
NCCc1ccn[nH]1	0	i	4	1
CCOc1ccc(C(c2c(NC(=O)c3ccco3)sc(C)c2C)N2CCOCC2)cc1 (configuration not stated)	11	-11*	-3	4
Cc1cccc(C)c1NC(=O)CN1CCN(C(=O)c2ccc(OCc3cn4ccccc4n3)cc2)CC1	-15	i	2	-1
CC(C)=CCC/C(C)=C/CC/C(C)=C/COc1ccc2ccc(=O)oc2c1	-17	i	-1	1
COc1ccc(/C=C2\SC(=O)N(CCNC(=O)Cn3[nH]c(=O)c4ccccc4c3=O)C2=O)cc1	-8	i	3	-1
CC1CCN(C(=O)COC(=O)/C=C/c2ccc([N+](=O)[O-])cc2)CC1	0	i	-3	-2
CNC[C@@H]1Oc2c(NC(=O)Nc3ccccc3)cccc2C(=O)N([C@@H](C)CO)C[C@H]1C	0	i	13	-2
CN(C(=O)COC(=O)c1n[nH]c(=O)c2ccccc12)c1ccccc1	1	i	-6	2
C[C@@H]1O[C@@H](O[C@H]2[C@H](O)[C@@H](O)[C@H](Oc3c(-c4ccc(O)c(O)c4)oc4cc(O)cc(O)c4c3=O)O[C@@H]2CO)[C@H](O)[C@H](O)[C@H]1O	8	i	52*	13
COCCN(C(=O)CC1CCCCC1)c1c(N)n(CC(C)C)c(=O)[nH]c1=O	-12	i	5	3
CC(C)NCC(O)c1ccc2ccccc2c1 (configuration not stated)	4	i	1	-2
O=C1CN(C(=O)COC(=O)[C@@H]2CC(O)CN2S(=O)(=O)c2ccc(Cl)cc2)c2ccccc2N1 (some centres not stated)	3	i	0	3
Cc1oc(-c2cccs2)nc1CNC[C@H]1O[C@@H](n2cnc3c(N)ncnc32)[C@H](O)[C@@H]1O	-12	i	-2	-1
c1ccc2sc(-c3ccc4c(c3)OCO4)nc2c1	-20	i	12	3
COc1ccc(OC)c(S(=O)(=O)N2CCN(C(=O)NC3CCCCC3)CC2)c1	0	i	8	-7
Nc1nnc(SCC(=O)NNC(=O)c2ccc(Cl)cc2)s1	-1	i	-6	0
CN(C(=O)COn1nnc2ccc(Cl)cc21)C1CCS(=O)(=O)C1 (configuration not stated)	-2	i	3	-1
O=C(CNC(=O)c1ccc(Br)cc1)Nc1ccc2c(c1)CCC2	10	i	-4	-1
CN(c1ccccc1)S(=O)(=O)c1ccccc1Br	-1	i	-3	-2

Compound profiles, as listed above. Order of values: HDAC3 inh, KCNK3 block, Dyrk1A ADPGlo, GSK3A inh
`CN(C(=O)COn1nnc2ccc(Cl)cc21)C1CCS(=O)(=O)C1` (configuration not stated) is listed with -2, i, 3, -1
`c1ccc2sc(-c3ccc4c(c3)OCO4)nc2c1` is listed with -20, i, 12, 3

Carrying on:
SMILES	HDAC3 inh	KCNK3 block	Dyrk1A ADPGlo	GSK3A inh
COc1ccc(OC)c(-c2csc(NC(=O)COC(=O)c3ccc(NC(=O)CC#N)cc3)n2)c1	-10	i	1	2
CCCn1c(N)c(N(CCOC)C(=O)C2CCCC2)c(=O)[nH]c1=O	-3	i	0	0
C[C@@H](NC(=O)Cn1ccc(N)nc1=O)c1cccc2ccccc12	-4	i	-3	-2
COc1ccc(C2=NOC(Cn3nc(-c4ccccc4)cc3C(=O)NCc3ccccc3OC)C2)cc1 (configuration not stated)	6	i	11	-2
O=[N+]([O-])c1ccccc1Oc1ccc(S(=O)(=O)N2CCOCC2)cc1	-2	i	-3	0
Cc1noc(C)c1COc1ccccc1C(=O)N1CCN(S(=O)(=O)c2cccc([N+](=O)[O-])c2)CC1	?	i	-5	0
COc1ccc(/C=C/C(=O)Nc2ccccc2F)cc1S(=O)(=O)N1CCOCC1	6	i	1	-2
CCCC(C)NC(=O)CN(Cc1ccco1)S(=O)(=O)c1ccccc1 (configuration not stated)	-1	i	3	-3
CCOc1ccc(NS(=O)(=O)c2ccc(NC(=O)c3ccccn3)cc2)cc1	-2	i	10	-6
COc1ccc(C2=CC(=O)C[C@H](c3ccc(OC)c(OC)c3)C2)cc1	-5	i	6	-3
COc1ccccc1C=NNC(=O)c1ccccc1OCCOc1ccccc1	1	-10*	1	0
Cc1onc(-c2ccccc2)c1C(=O)OCC(=O)N(C)c1ccccc1	3	i	-1	-6
CC(C)(C)OC(=O)N1CCC(CC2CC(c3ccccc3)=NO2)(C(=O)NCc2ccccc2)CC1 (configuration not stated)	3	i	5	-1
COc1ccc(CCN(C)C(=O)COc2cccc(-n3cnnn3)c2)cc1OC	-1	i	-1	-3
CC(C)C[C@@]12C(=O)N(c3cccc(Cl)c3)C(=O)N1[C@H](c1ccc(Br)cc1)[C@@H]1C(=O)N(C(C)(C)C)C(=O)[C@@H]12	10	i	16	-2

15 structures from above, ordered by formula weight, smallest number first.
SMILES	HDAC3 inh	KCNK3 block	Dyrk1A ADPGlo	GSK3A inh
C[C@@H](NC(=O)Cn1ccc(N)nc1=O)c1cccc2ccccc12	-4	i	-3	-2
CN(c1ccccc1)S(=O)(=O)c1ccccc1Br	-1	i	-3	-2
COc1ccc(C2=CC(=O)C[C@H](c3ccc(OC)c(OC)c3)C2)cc1	-5	i	6	-3
Cc1onc(-c2ccccc2)c1C(=O)OCC(=O)N(C)c1ccccc1	3	i	-1	-6
CN(C(=O)COn1nnc2ccc(Cl)cc21)C1CCS(=O)(=O)C1 (configuration not stated)	-2	i	3	-1
CCCC(C)NC(=O)CN(Cc1ccco1)S(=O)(=O)c1ccccc1 (configuration not stated)	-1	i	3	-3
O=C(CNC(=O)c1ccc(Br)cc1)Nc1ccc2c(c1)CCC2	10	i	-4	-1
COc1ccccc1C=NNC(=O)c1ccccc1OCCOc1ccccc1	1	-10*	1	0
COc1ccc(CCN(C)C(=O)COc2cccc(-n3cnnn3)c2)cc1OC	-1	i	-1	-3
COc1ccc(/C=C/C(=O)Nc2ccccc2F)cc1S(=O)(=O)N1CCOCC1	6	i	1	-2
CC(C)(C)OC(=O)N1CCC(CC2CC(c3ccccc3)=NO2)(C(=O)NCc2ccccc2)CC1 (configuration not stated)	3	i	5	-1
COc1ccc(OC)c(-c2csc(NC(=O)COC(=O)c3ccc(NC(=O)CC#N)cc3)n2)c1	-10	i	1	2
COc1ccc(C2=NOC(Cn3nc(-c4ccccc4)cc3C(=O)NCc3ccccc3OC)C2)cc1 (configuration not stated)	6	i	11	-2
Cc1noc(C)c1COc1ccccc1C(=O)N1CCN(S(=O)(=O)c2cccc([N+](=O)[O-])c2)CC1	?	i	-5	0
CC(C)C[C@@]12C(=O)N(c3cccc(Cl)c3)C(=O)N1[C@H](c1ccc(Br)cc1)[C@@H]1C(=O)N(C(C)(C)C)C(=O)[C@@H]12	10	i	16	-2

(further entries)
SMILES	HDAC3 inh	KCNK3 block	Dyrk1A ADPGlo	GSK3A inh
CC1CCN(C(=O)c2[nH]cnc2C(=O)N2CCN(C(=O)OC(C)(C)C)CC2)CC1	-1	i	3	0
CCN(C(=O)C(C)Sc1nnc(-c2ccncc2)n1C)C1CCCCC1 (configuration not stated)	3	i	-2	-3
O=C(CNC(=O)c1ccco1)NNC(=O)c1n[nH]c(=O)c2ccccc12	-13	i	0	-3
CN(C(=O)c1cccc(NC(=O)Cc2ccc([N+](=O)[O-])cc2)c1)C1CCCC1	-1	i	6	-2
O=C(NCCCN1CCOCC1)c1cc(S(=O)(=O)N2CCOCC2)c(Cl)cc1Cl	-4	i	-1	-1
CC(C)C[C@@H](CO)N(Cc1ccccc1)S(=O)(=O)N(Cc1ccccc1)[C@H](CO)CC(C)C	2	i	16	-1
CCOc1ccccc1NC(=O)CN(C)S(=O)(=O)c1cccc2nsnc12	-3	i	16	-4
Cc1nc2ccc(NC(=O)C3CCCCC3)cc2s1	2	i	0	0
NC1(C#Cc2ccc3oc(=O)c(-n4cc(C5(O)CCCCC5)nn4)cc3c2)CCCCC1	1	i	8	0
CC(NC(=O)COC(=O)c1ccc([N+](=O)[O-])o1)c1ccccc1 (configuration not stated)	3	i	4	-1
CCOC(=O)[C@H]1[C@H]2COc3ccccc3[C@@H]2N2C(=O)CN(Cc3ccccc3)C(=O)[C@@]12C	5	i	-12	-1
CCOC(=O)[C@H]1[C@H]2COc3ccc(OC)cc3[C@@H]2N2C(=O)CN(Cc3ccc(F)cc3)C(=O)[C@@]12C	7	i	-3	0
CCCCn1c(N)c(N(CC)C(=O)c2cccs2)c(=O)[nH]c1=O	-6	i	-1	0
CC(C)(C)NC(=O)CSc1ccc(S(=O)(=O)N2CCOCC2)cn1	-3	i	-1	0
CSCCC(NC(=O)c1ccco1)C(=O)NCC(C)(C)N1CCOCC1 (configuration not stated)	7	i	2	-1
C[C@@H]1CCCCCCCCC(=O)OCCN[C@H](C)CCCCCCCCC(=O)OCCN[C@H](C)CCCCCCCCC(=O)OCCN1	0	i	9	11
N#Cc1cccc(C(=O)Nc2ccc(S(=O)(=O)Nc3nccs3)cc2)c1	1	i	16	0
O=C(CSc1ccc2c(c1)OCCO2)N1CCN(c2ccccc2)CC1	0	i	10	-1
COc1ccc(CC(=O)Nc2cc(S(=O)(=O)N3CCCC3)ccc2Cl)c(OC)c1	5	i	-9	0
COc1ccc(-c2ccc3c(c2)S(=O)(=O)c2cccc(C(=O)NCCOc4ccccc4Cl)c2C3=O)cc1OC	-2	i	2	-3
CS(=O)(=O)N1CCC(NC(=O)Nc2ccc(OC(F)(F)F)cc2)CC1	-6	i	-14	-1
Cc1ccc(-c2cc(C(=O)N3CCOCC3)c3ccccc3n2)o1	-85	i	-1	4
O=C(Nc1ccccn1)c1ccc(Cl)c(S(=O)(=O)N2CCc3ccccc32)c1	-4	i	0	11
CSCCC(NC(=O)c1ccccc1)C(=O)N1CC(C)OC(C)C1 (configuration not stated)	3	i	-7	4
C=C[C@@H]1c2cc(C)ccc2N(S(=O)(=O)c2ccc(C)cc2)[C@H](c2ccc(OC(C)=O)cc2)C1(C#N)C#N	2	i	2	-3
COc1ccc(NC(=O)CN(C)C(=O)c2cn(-c3ccccc3)nc2-c2ccc(F)cc2)cc1	18	i	-1	-1
CC1(C)C[C@H]2C3=CCC4[C@@]5(C)CC[C@H](O)[C@](C)(CO)C5CC[C@@]4(C)[C@]3(C)C[C@H]3O[C@@H]1[C@H](O)[C@]32CO (some centres not stated)	-6	i	4	-4
CCN(Cc1cccs1)C(=O)CN1C(=O)NC(c2ccccc2)(c2ccccc2)C1=O	5	i	-3	4
O=C(CCNC(=O)c1ccc(Cl)cc1)NCc1ccco1	2	i	-3	-2
Cc1cccc(NC(=O)c2ccc(S(=O)(=O)NCc3ccco3)cc2)n1	-1	i	-1	1
CC(C(=O)Nc1ccc(Br)cc1)N(C)CC(=O)NCc1ccco1 (configuration not stated)	0	i	-4	-1
COc1cccc(CC(=O)OCC(=O)N(C)CC(=O)Nc2ccccc2Cl)c1	-1	i	4	-1
CC1CCN(C(=O)c2ncn(C)c2C(=O)N2CCC(C)CC2)CC1	6	i	-11	-1
NC(=O)c1ccc(Cn2c(C(=O)c3ccc(Cl)cc3)c3ccccc3[n+]2[O-])cc1	2	i	1	-3
Fc1ccc(CN2CCN3CCCC3C2C2CCCCC2)cc1F (configuration not stated)	-2	i	5	-1
O=C1CN(S(=O)(=O)c2cccc(Br)c2)CCN1	-4	i	-4	0
CC(OC(=O)/C=C/c1ccc2ccccc2n1)C(=O)N(C)c1ccccc1 (configuration not stated)	-3	i	-5	5
CC[N+](CC)(CC)CCOc1cccc(OCC[N+](CC)(CC)CC)c1OCC[N+](CC)(CC)CC	0	i	-2	-2
CN1CCN(S(=O)(=O)c2cccc(C(=O)N(C)Cc3cccs3)c2)CC1	-1	i	-3	-3

Only part of the results is shown, so the mix of outcomes need not match the whole.
